Source: PubChem (National Center for Advancing Translational Sciences (NCATS))
CBFb RUNX1 block = CBF-beta/RUNX1 interaction disruption. Q01196+Q13951. AlphaScreen CBFb-His/RUNX1-biotin binding, biochemical. Potency, µM (titrated, usually from 59.8 µM), without a hit: top-dose activity, negative = inhibition, most hits filed as inhibitors. 230,000 tested, under 10 active. AID 1477; further: % of control where 0% means no effect
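AlphaScreen proximity signal reports loss of binding between His-tagged CBF-beta and biotin-labelled RUNX1, each at 30 nM. Proteins are pre-associated for 20 minutes, compounds added for 15 minutes, then beads for 90 minutes, all at ambient temperature.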
IMPase Li cell = membrane-permeable IMPase blocker, potentiated with lithium; CHO-M1 cells, IP1 TR-FRET (IP-One), carbachol + lithium; Potency, µM (series often up to 59.4 µM), without a hit: top-dose activity, negative = IMPase inhibition, most hits filed as inhibitors; 210,000 tested, 0.35% active; AID 1457;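 further: IP1 builds up when IMPase is blocked and the TR-FRET signal falls; potency means the concentration at half of the fitted maximal effect; plate controls were basal vehicle for no effect and high inhibitor control for full effect; nearly all actives have a fitted effect of over 50% in size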
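CHO cells stably expressing M1 receptor (2000/well, cultured 16–30 h) treated 30 min at 37C with compound plus low lithium. Cytosolic IP1 by TR-FRET (665/620 ratio and 620 channel) after 10 min lysis; AC50 by Hill fit.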
Epigenetic derep = derepresses silenced GFP reporter in murine cells; murine LDR cells, GFP reporter derepression, 30 h; Potency, µM (highest dose often 53.9 µM), without a hit: at the top dose GFP activation, usual class: activators; 280,000 tested, 0.2% active; further: potency means the concentration at half of the fitted maximal effect; % of control where 0% means no effect; nearly all actives have a fitted effect of over 60% in size
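Derepression of a silenced CMV-GFP reporter in murine LDR cells is scored by enumerating GFP-positive cells with a laser-scanning microplate cytometer after 30 hours of treatment at 37 C.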
GLA spleen mod = inhibitors or activators of human alpha-galactosidase in spleen homogenate | 240,000 tested, 0.008% active | P06280 | human spleen homogenate, 4MU-alpha-Gal fluorescence, 40 min | Potency, µM (titrated, usually from 80 µM), without a hit: at the highest dose activity change, negative = inhibition, usual class: inhibitors | AID 2107;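 further: potency means the concentration at half of the fitted maximal effect; 0% = enzyme with vehicle and -100% = no enzyme basal signal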
Target sequence (P06280 32-429 limits assumed): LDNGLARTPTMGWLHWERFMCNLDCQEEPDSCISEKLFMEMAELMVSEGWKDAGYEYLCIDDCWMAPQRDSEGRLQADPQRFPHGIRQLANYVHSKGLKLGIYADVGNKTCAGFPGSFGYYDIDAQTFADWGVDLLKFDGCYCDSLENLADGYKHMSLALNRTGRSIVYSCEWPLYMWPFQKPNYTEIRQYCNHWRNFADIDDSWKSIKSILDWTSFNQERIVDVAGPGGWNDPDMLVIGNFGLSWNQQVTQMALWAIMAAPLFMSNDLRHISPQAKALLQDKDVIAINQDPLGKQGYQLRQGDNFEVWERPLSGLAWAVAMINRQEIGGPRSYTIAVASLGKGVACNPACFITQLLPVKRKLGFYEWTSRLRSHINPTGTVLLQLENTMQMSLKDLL
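Inhibition or activation of alpha-galactosidase in human spleen homogenate is scored by 4-MU fluorescence after 40 min at 37C, pH 5.0, with 1 mM substrate. AC50s come from concentration-response fitted to the Hill equation.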
Lamin A splicing = modulators of lamin A splicing. HeLa LMNA splicing GFP/RFP minigene ratio, 48 h. Potency, µM (top dose mostly 46.1 µM), for inactives: top-dose ratio change, negative = inhibition, usual class: inhibitors. 200,000 tested, 0.01% active; active means well fitted inhibition curve with a large enough effect in the signal ratio, with a control signal flat, not every such curve was filed as active; inconclusive means small, poorly fitted or top-dose-only effect, or effect the other way, or a change in a side signal; the % refers to the signal ratio; further: potency means the concentration at half of the fitted maximal effect; on the % scale 0 is the no-effect control and ±100 the full control effect
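S3 HeLa stable clones carrying a lamin A-EGFP splicing minigene plus DsRed2 were seeded at 600 cells/well in Opti-MEM with 2% FBS, pin-dosed and incubated 48 h at 37°C. Acumen cytometry (488 nm) gave the GFP/RFP total-intensity ratio.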
NPSR antag = blocks cAMP signaling of the human neuropeptide S receptor; 220,000 tested, 1% active; CHO-NPSR cells, cAMP TR-FRET, antagonist mode; Potency, µM (top dose mostly 38.3 µM), without a hit: at the top dose activity change, negative = inhibition, most hits filed as inhibitors; Q6W5P4; further: potency means the concentration at half of the fitted maximal effect; on the % scale 0 is the no-effect control and ±100 the full control effect; nearly all actives have a fitted effect of over 50% in size; many of its hits are not listed in these tables
Target sequence (Q6W5P4 whole entry, looked up): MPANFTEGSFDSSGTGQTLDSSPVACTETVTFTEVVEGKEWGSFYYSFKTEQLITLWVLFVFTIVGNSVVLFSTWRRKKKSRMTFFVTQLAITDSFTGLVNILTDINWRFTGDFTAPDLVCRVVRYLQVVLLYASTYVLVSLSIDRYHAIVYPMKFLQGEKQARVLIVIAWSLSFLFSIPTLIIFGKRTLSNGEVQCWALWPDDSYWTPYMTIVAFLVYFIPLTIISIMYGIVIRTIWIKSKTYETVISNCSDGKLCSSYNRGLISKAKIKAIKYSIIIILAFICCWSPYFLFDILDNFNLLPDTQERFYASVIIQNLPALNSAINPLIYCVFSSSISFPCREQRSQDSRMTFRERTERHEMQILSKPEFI
Luc counter = Kinase-Glo luciferase inhibition (counter-screen); Q27757; Kinase-Glo luciferase, ATP luminescence, 8 min; Potency, µM (top dose mostly 38.3 µM), for inactives: top-dose activity change, negative = inhibition, usual class: inhibitors; 200,000 tested, 0.28% active; further: potency means the concentration at half of the fitted maximal effect; on the % scale 0 is the no-effect control and ±100 the full control effect; nearly all actives have a fitted effect of over 60% in size
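Inhibition of Kinase-Glo luciferase light generation was assessed at 10 uM ATP in pH 7.2 imidazole buffer, with luminescence measured after eight minutes at ambient temperature.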
Starred values were filed as active, the others as inactive; ? = inconclusive; nt = not tested or not shown; & = joins results of further samples; [ ] = dose if it differs, or a comment. Unless noted, the call rests on the fitted dose curve; in most records, active means well fitted curve in the direction sought with a large enough effect; inconclusive means small, poorly fitted or top-dose-only effect, or another doubt; inactive means no such curve, though single readings can be large; an effect the other way counts as inactive or inconclusive. Not all compounds are listed (hit frequency here may not be typical).

SMILES | CBFb RUNX1 block | IMPase Li cell | Epigenetic derep | GLA spleen mod | Lamin A splicing | NPSR antag | Luc counter
Cc1cccc(C(=O)N(NC(=O)Oc2ccccc2)C(C)(C)C)c1 | 1% | 0% | -1.0% | 2% | 1% | 8% | -2%
CC1CCN(C(=O)C2CCN(S(=O)(=O)c3cnc[nH]3)CC2)CC1 | 5% | 16%[38.3 µM] | 0.0% | 9% | 0% | -3%[46.1 µM] | -7%
Cc1cccc(C)c1NC(=O)C1CCCN1C(=O)OC(C)(C)C (configuration not stated) | -1% | 0% | 0.0% | 1% | nt | 3% | -2%
COc1cccc(NC(=O)CCNC(=O)Cn2ccc3ccccc3c2=O)c1 | 1% | -2%[38.3 µM] | -1.4%&-1.6% | -9% | 19% | -3%[46.1 µM] | 2%
O=C(COC(=O)CNS(=O)(=O)c1ccccc1)NC12CC3CC(CC(C3)C1)C2 | -1% | 4% | 1.1% | 3% | 0%[46 µM] | 1% | 6%
O=C(O)c1ccc(N/N=C/c2ccc3c(c2)OCO3)cc1 | 3% | 19% | -5.9% | -5% | ? | 55% | 4µM*
O=c1c(-c2cccs2)nc2cnc(N3CCOCC3)nc2n1Cc1ccc(F)cc1 | nt | 10% | nt | 1% | 4% | nt | nt
Cn1c2c(c(=O)n(C)c1=O)[C@@H]1c3c(ccc4ccccc34)OC[C@@H]1CO2 | -1% | -3%[38.3 µM] | 0.0% | 0% | 5% | ? | 6%
CC(=O)[C@@H]1[C@@H]2C(=O)N(c3ccc(F)c(Cl)c3)C(=O)[C@@H]2C2c3ccccc3C=CN21 (some centres not stated) | -4% | 6% | -1.0% | -1% | -6% | -19% | 2%
CCc1cc2cc(C(=O)Nc3ccccc3F)sc2s1 | 10% | ? | 0.9% | 2% | 6% | ? | -13%
C[N+]12CCCCC1[C@@H](CO)CCC2 (some centres not stated) | 11% | nt | 0.0% | 2% | nt | 9% | nt
Cc1cccc(C2N(c3nccs3)C(=O)C3CCCN32)c1 (configuration not stated) | 4% | nt | -0.3% | -7% | 13% | -7%[46.1 µM] | nt
CC(C(=O)Nc1ccc2c(c1)OCCO2)N1CCN(C(=O)c2ccco2)CC1 (configuration not stated) | -2% | 18%[38.3 µM] | -1.5% | 3% | 11% | -3%[46.1 µM] | -6%
Cc1ccc(CNC(=O)c2cn(C)c(=O)c3c2c2ccccc2n3C)o1 | -1% | 51%[activator][38.3 µM] | 0.0% | 3% | -7% | -17%[46.1 µM] | -3%
O=C(NC1CSCC1OC(=O)c1ccccc1)c1ccccc1 (configuration not stated) | 19% | nt | -1.6% | -2% | nt | -4% | nt
Cc1ccc(C(=O)Nc2ccc(C(=O)N3CCCCC3C)cc2)cc1 (configuration not stated) | 3% | 8% | 1.3% | 3% | 16%[46 µM] | 7% | 1%
O=C(CCCCCn1nnc2ccccc2c1=O)N[C@H](C(=O)O)c1ccccc1 | 0% | nt | 0.1% | -3% | nt | 10% | nt
CCOC(=O)C1(Cc2ccccc2)CCN(CC2CC=CCC2)CC1 (configuration not stated) | 1% | 13% | -0.1% | -2% | -11%[46 µM] | 1% | -1%
O=C(NCC(=O)N(Cc1ccco1)C(C(=O)NC1CCCCC1)c1cccnc1)c1ccco1 (configuration not stated) | -2% | 22%[38.3 µM] | 0.0% | -8% | 3% | -4%[46.1 µM] | 2%
NC(=O)[C@@H]1CCCN1Cc1nc(Cc2ccccc2F)no1 | 3% | 7% | 1.1% | 7% | nt | -24% | nt
Cc1ccc(-c2csc(Nc3ccccc3)[n+]2CCc2ccccc2)cc1 | -11% | 9% | 2.4% | 0% | -16%[46 µM] | -48% | -1%
O=C(Nc1cccnc1)C(Cc1ccccc1)n1cccc1 (configuration not stated) | -1% | 17%[38.3 µM] | 2.7% | -2% | -2% | -4%[46.1 µM] | 1%
COc1ccc(NC(=S)NCCCCCC(=O)C[N+](=O)[O-])cc1 | -8% | -7% | 2.5% | -4% | 15%[46 µM] | -4% | -1%
Cc1sc2ncn(CC(=O)Nc3ccccc3F)c(=O)c2c1-c1ccccc1 | 11% | 6% | 6.4% | -3% | -27%[46 µM] | -33% | 6%
CCOc1ccc(-c2nc(C#N)c(N3CCOCC3)o2)cc1 | -12% | 8%[38.3 µM] | 2.7% | 10% | -2% | -3%[46.1 µM] | -1%
Other compounds follow.
SMILES | CBFb RUNX1 block | IMPase Li cell | Epigenetic derep | GLA spleen mod | Lamin A splicing | NPSR antag | Luc counter
Cn1c(=O)c2c(nc(SCC(=O)c3ccc(F)cc3)n2C)n(C)c1=O | 0% | -1% | -0.2% | -7% | nt | 6% | 3%
Cc1ccc2c(c1)nnn2C1CCN(C(=O)c2cccs2)CC1 | 5% | -9%[38.3 µM] | 0.0% | 0% | ? | -20%[46.1 µM] | 1%
O=S(=O)(c1ccc(NC(=S)NN=C(C2CC2)C2CC2)cc1)N1CCOCC1 | -7% | nt | -1.4% | -2% | nt | -12%[7.67 µM] | nt
COc1ccc(CCNc2nc(-c3ccc(NC(C)=O)cc3)cs2)cc1OC | -14% | 11% | -1.1% | 6% | ? | 32% | -1%
Cc1ccc(-c2nc(N/N=C/c3cccnc3)c3ccccc3n2)cc1 | -2% | 29%[38.3 µM] | -0.2% | -15% | ? | ? | 7.9µM*
Cc1nc(Nc2ccc(C(=O)O)cc2)nc(Nc2ccc(C(=O)O)cc2)c1[N+](=O)[O-] | 21% | -4% | -0.2% | 5% | 21%[46 µM] | 18% | 3%
C=CCNC(=O)c1c(Cl)cnn1-c1ccc(C)cc1 | 23% | 2% | -0.1% | -14% | nt | 23% | nt
O=C(O)c1cccnc1Oc1ccccc1 | -3% | -2% | -2.0% | 1% | -3% | -3%[46.1 µM] | 1%
COc1ccc(CCNC(=O)CN2CCC(C(N)=O)CC2)cc1 | 4% | -3%[38.3 µM] | 1.4% | -16% | 4% | -8%[46.1 µM] | 0%
CCOC(=O)C1(Cc2cccc(OC)c2)CCN(CCO)CC1 | 5% | 0% | 4.7% | -8% | nt | -15% | nt
O=[N+]([O-])c1ccc2nc(-c3ccccc3)[nH]c2c1 | -9% | 5% | 0.0% | 2% | -6% | -3% | -24%
CC1(OC(=O)C2CCCC2)C(=O)C=C2C=C(c3ccsc3)N(Cc3ccc4c(c3)OCO4)C=C2C1=O (configuration not stated) | ? | 8% | -2.3% | 10%[17.5 µM] | 19%[9.22 µM] | -29% | -9%[7.66 µM]
Cc1ccc(/C=N/NC(=O)Cn2nnc(N)n2)o1 | 2% | nt | 0.5% | -9% | nt | -11% | nt
CC(C)(C)[C@H]1C=C(C(=O)NCc2nc3ccccc3[nH]2)O[C@@H](OCCCCO)C1 | 10% | -11% | -6.4% | 4% | nt | -1% | nt
CCc1ccc2[nH]cc(C(=O)OCCOC)c(=O)c2c1 | 9% | -9%[38.3 µM] | -2.8% | -5% | 8% | -13%[46.1 µM] | -5%
O=C(CSc1ccccc1)NCc1ccccn1 | 1% | 2% | 1.1% | 5% | -10% | 10% | 6%
Cc1[nH]c2c(C)cccc2c1CCNC(=O)C1CCCCC1C(=O)OCC(F)(F)F (configuration not stated) | -3% | 6% | 0.9% | 1% | -16% | -31% | -3%
COc1cccc(/C=C/C(=O)OCC(=O)N2c3ccccc3NC(=O)C2(C)C)c1 | -2% | 5% | 3.6% | -2% | 2% | 19% | 1%
Cc1ccc(/C=C/C(=O)CCC(=O)O)cc1 | 6% | 3% | -3.6% | -4% | nt | -9% | 1%
CCn1c(CCNC(=O)c2ccc(Cl)c(Cl)c2)nnc1SCCOc1ccc(OC)cc1 | -4% | 8%[38.3 µM] | 0.0% | -4% | ? | -24%[46.1 µM] | -4%
Cc1ccc(NC(=O)CN2C(=O)S/C(=C/c3ccc(-c4cccc(C(=O)O)c4)o3)C2=O)cc1 | -6% | 3% | 1.2% | 0% | ? | -8% | 2%
Cc1ccc(O)c(C(=O)c2cc(C#N)c(=O)n(Cc3ccccc3)c2)c1 | -2% | -4% | 0.1% | 7% | -9%[46 µM] | -24% | -2%
CC(=O)c1ccc(NC(=O)CC(NCCC2=CCCCC2)C(=O)O)cc1 (configuration not stated) | -1% | -2% | 0.0% | 1% | -4% | 10% | -6%
CCN1CCN(CC(O)COC(C)C)CC1 (configuration not stated) | 10% | 11%[38.3 µM] | -1.1% | 0% | 9% | -3%[46.1 µM] | -3%
CCOC(=O)CSc1nnc(CNC(=O)c2ccc([N+](=O)[O-])cc2)n1C | -1% | -3% | -0.4% | -4% | 4%[46 µM] | 5% | 0%
Remaining list, next part
SMILES | CBFb RUNX1 block | IMPase Li cell | Epigenetic derep | GLA spleen mod | Lamin A splicing | NPSR antag | Luc counter
COc1ccc(Nc2cc(C)c3ccc(O)cc3n2)cc1 | -5% | nt | -1.7% | -8% | nt | -13% | nt
COc1ccccc1N1CCN(C(=O)COc2cccc(C)c2C)CC1 | 3% | 10% | -0.4% | 5% | -13%[46 µM] | -17% | -2%
Cc1sc(N)c(C(=O)c2ccccc2)c1C | -12% | -7% | -0.1% | -12% | ? | -3% | -6%
Cc1cc(C)cc(N2CC(C(=O)O)CC2=O)c1 (configuration not stated) | 6% | 17%[38.3 µM] | 0.0% | -3% | 7% | -1%[46.1 µM] | 5%
O=C(c1cc([N+](=O)[O-])ccc1N1CCOCC1)N1CCCCC1 | 7% | 2% | 6.4% | 21% | -5% | 11% | -1%
COC(=O)c1ccccc1S(=O)(=O)N(Cc1ccco1)Cc1cc2cc(OC)ccc2[nH]c1=O | -1% | 25%[38.3 µM] | -1.0% | 4% | 15% | -25%[46.1 µM] | -3%
O=C(O)[C@H]1CCC(=O)N1Cc1ccco1 | 8% | 38%[activator][38.3 µM] | 0.4% | 6% | -3% | 17%[46.1 µM] | 5%
Cc1c(CCOC(=O)C23CC4CC(CC(C4)C2)C3)sc[n+]1CC#N | 5% | 3% | -1.3% | 4% | nt | 8% | nt
CCOc1ccc(Cl)cc1CN1CCOCC1 | 3% | 26%[38.3 µM] | 0.7% | -2% | 6% | -9%[46.1 µM] | -3%
COc1ccc(CN2CC(C(=O)NCCCN3CCOCC3)CC2=O)cc1 (configuration not stated) | 5% | 10%[38.3 µM] | -1.1% | -2% | 7% | -1%[46.1 µM] | -1%

Quoted from the listing, two compounds:
SMILES | CBFb RUNX1 block | IMPase Li cell | Epigenetic derep | GLA spleen mod | Lamin A splicing | NPSR antag | Luc counter
Cc1c(CCOC(=O)C23CC4CC(CC(C4)C2)C3)sc[n+]1CC#N | 5% | 3% | -1.3% | 4% | nt | 8% | nt
CCOc1ccc(Cl)cc1CN1CCOCC1 | 3% | 26%[38.3 µM] | 0.7% | -2% | 6% | -9%[46.1 µM] | -3%
